Screening results: PubChem BioAssay, several laboratories
T cell modulator = modulates CD8 T cell binding to vesicles. 2C CD8+ T cell-vesicle binding, flow cytometry; stronger effect = lower value. calls only at 7 µM. 330,000 compounds, 0.068% hits. AID 2052;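 active = response, share of CD8 T cells binding vesicles, and their 90th percentile fluorescence all below set limits, cut at about 80% in these data, passing the limit was not always enough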
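Material: murine 2C transgenic CD8+ T lymphocytes / Also added: QL9-peptide-loaded Drosophila micro-vesicles bearing Ld, ICAM-1 and B7-1 / Schedule: binding step 1.5 h, 37 °C, antibody labelling 20 min, ice / Signal: flow cytometry, PE anti-B7-1 (FL2) versus Alexa647 anti-CD8 (FL8), PFA-fixed / Evaluation: percent CD8+ FL2 mean versus row control / Benchmarks: naked versus QL9-loaded vesicles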
GPR55 beta-arrestin = GPR55 agonists via beta-arrestin recruitment, primary screen, imaging, U2OS cells, beta-arrestin-GFP redistribution (AID 1961); U2OS GPR55 beta-arrestin-GFP redistribution imaging; higher % means a stronger effect; one-dose activation, % at 10 µM; EC50 in µM for titrated hits; 290,000 compounds, 0.048% hits;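 active = activation above 40% with more than 50 cells counted in the well; inconclusive = wells holding fewer than 50 cells, flagged as toxic or sparse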;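 note: U2OS osteosarcoma cells stably expressing GPR55 and beta-arrestin-GFP; plate controls were DMSO negative control for no effect and LPI positive control for full effect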
NTR1 agonist = agonists of NTR1, primary screen, imaging, U2OS cells, beta-arrestin-GFP, high content (AID 493036); P30989; NTR1-U2OS beta-arrestin-GFP spot imaging, agonist mode; 330,000 compounds, 0.17% hits; activation, % at 20 µM;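 active = activation at or above 40% of the spot to cytoplasm intensity ratio, with at least 20 cells analyzed; inconclusive = wells under 20 cells, flagged as cytotoxic or low count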;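 note: 0% = DMSO without peptide and 100% = 100 nM NTR1 peptide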
Target sequence (P30989 whole entry, looked up): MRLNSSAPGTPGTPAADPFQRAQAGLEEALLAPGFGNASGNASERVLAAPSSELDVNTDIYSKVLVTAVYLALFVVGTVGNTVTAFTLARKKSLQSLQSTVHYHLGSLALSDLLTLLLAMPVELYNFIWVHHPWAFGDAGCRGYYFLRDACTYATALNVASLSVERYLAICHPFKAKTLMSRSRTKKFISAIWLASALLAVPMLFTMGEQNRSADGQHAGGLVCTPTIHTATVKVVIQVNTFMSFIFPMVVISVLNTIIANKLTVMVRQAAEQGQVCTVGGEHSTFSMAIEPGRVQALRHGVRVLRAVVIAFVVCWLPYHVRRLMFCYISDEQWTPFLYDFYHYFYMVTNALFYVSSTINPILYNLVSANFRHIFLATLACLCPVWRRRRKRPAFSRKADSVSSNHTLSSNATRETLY
SV40 large T antigen = SV40 large T antigen inhibitors, biochemical (AID 1903); SV40 large T antigen ATPase/helicase inhibition assay; higher % means a stronger effect; inhibition, % at 20 µM; hits with a dose series show IC50 in µM; 310,000 compounds, 0.39% hits; in the data active = a potency from the dose series; inconclusive = inhibition mostly from about 32% at the one dose, without a potency; inactive = the rest, 99 in 100 with inhibition below about 32%; note: strong numbers were not always called active
LYP inhibition = PTPN22 lymphoid phosphatase activity blockers – biochemical, fluorescence intensity, uHTS (AID 1779); recombinant LYP phosphatase, fluorescence intensity; higher % means a stronger effect; inhibition, % at 11.5 µM; hits with a dose series show IC50 in µM; 290,000 compounds, 0.054% hits; in the data active = inhibition above about 50%;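 note: plate controls were vehicle with enzyme for no effect and no enzyme for full effect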
Rac1 GTP hydrolysis = MgcRacGAP GTPase-activating activity inhibitors, confirmation, biochemical, ADP Hunter fluorescence; 340,000 compounds, 0.6% hits; MgcRacGAP-stimulated Rac1 GTP hydrolysis, ADP Hunter fluorescence; higher % means a stronger effect; GST-tagged Rac1 F28L mutant substrate; one-dose inhibition, % at 30 µM; IC50 in µM for titrated hits; AID 624330;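 active = first-screen hits whose inhibition reached a set limit at any dose in the follow-up dose series; inconclusive = inhibition above the set first-screen limit but never retested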;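 note: fluorescence reports GDP produced by GAP-driven GTP hydrolysis; strong numbers were not always called active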
Lipid droplet = modulators of hepatic lipid droplet formation | inhibition, % at 6.5 µM | 240,000 compounds, 0.4% hits | AML12 mouse hepatocytes, oleate lipid droplets, BODIPY imaging;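 active = lipid droplet intensity inhibited by at least 50%, with more than 500 cells counted; inconclusive = wells with under 300 cells, treated as cytotoxic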
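Material: mouse AML12 hepatocyte cell line, fixed after treatment; Timing: compound with oleate, overnight; Technique: high-content imaging of BODIPY-stained droplets and DAPI nuclei; Probe or stimulus: oleate, 100 µM final; Dosing: compound at 6.5 µM only.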
GPR55 antagonists = inhibition of LPI-stimulated GPR55 beta-arrestin translocation – imaging, U2OS, beta-arrestin-GFP, LPI agonist, primary screen (AID 2013). U2OS GPR55 beta-arrestin-GFP translocation imaging, LPI antagonism; higher % means a stronger effect. one-dose inhibition, % at 10 µM; IC50 in µM for titrated hits. 290,000 compounds, 0.13% hits;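 active = spots per cell inhibited over 60%, with over 100 cells counted and total cytoplasm intensity under 500,000; inconclusive = wells with under 100 cells, flagged as likely toxic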;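 note: U2OS cells stably carrying GPR55 and arrestin-GFP stimulated by 5 µM LPI near EC80; imaged beta-arrestin-GFP aggregate spots per cell after agonist stimulation; plate controls were LPI-stimulated DMSO wells for no effect and DMSO wells without LPI for full effect; some results filed as inactive read as strong as hits; confirmed hits need IC50 under 10 µM and bright autofluorescent wells are also inconclusive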
GPR35 antagonists = GPR35 antagonists blocking zaprinast-driven arrestin recruitment, primary screen, imaging, U2OS, beta-arrestin-GFP, zaprinast agonist (AID 2058); U2OS GPR35 beta-arrestin-GFP translocation imaging, zaprinast antagonism; higher % means a stronger effect; one-dose inhibition, % at 10 µM; IC50 in µM for titrated hits; 290,000 compounds, 0.052% hits;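 active = inhibition of at least 50% with at least 30 cells and total cytoplasm GFP at most 10,000,000; inconclusive = under 30 cells or total GFP of 10,000,000 plus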
Lipid droplet cells 6.5 µM = recorded beside Lipid droplet, whose call it bears; cell count; measured here: cell count, cytotoxicity flag;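 cells counted across two imaged fields per well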
T cell modulator vesicle-bound % = further read-out of T cell modulator, marked with its call; double positive events, %; measured here: CD8+ vesicle-bound cell fraction;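 binding gate set so that unloaded-vesicle control wells show 10% double positive cells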
NTR1 agonist cell count 20 µM = second read-out of NTR1 agonist, no call of its own (marks repeat the call); cell count; measured here: cell count, cytotoxicity flag
* = called active by the depositor; i = inactive; ? = inconclusive; · = not tested or not shown.

SMILES,T cell modulator,T cell modulator vesicle-bound %,GPR55 beta-arrestin,NTR1 agonist,NTR1 agonist cell count 20 µM,SV40 large T antigen,LYP inhibition,Rac1 GTP hydrolysis,Lipid droplet,Lipid droplet cells 6.5 µM,GPR55 antagonists,GPR35 antagonists
c1ccc(-c2ccc(-c3ccncn3)cc2)cc1,i,30,·,-0.7,58,5%,·,-9%,·,·,·,·
CCCCC(=O)NC(=S)Nc1nnn(CCC)n1,i,44,-0.6%,-1.0,56,14%,-6%,4%,-4,711,9%,6%
COc1ccc(-c2n[nH]c3c2CN(C(=O)c2ccc(F)cc2)CC3)cc1,i,30,0.6%,0.9,59,10%,-10%,-6%,-1,769,0%,11%
O=[N+]([O-])c1ccc(CS(=O)(=O)c2ncn[nH]2)cc1,i,51,0.0%,0.0,54,16%,-4%,6%,-4,835,4%,2%
Cn1ncnc1SCc1cn2cccnc2n1,i,50,0.6%,1.0,56,-5%,-12%,-1%,2,649,-2%,9%
COc1cccc2c1cc1c(=O)n(CC(=O)N3CCCCCC3)nc(C)n12,i,32,-0.2%,0.0,69,15%,-14%,11%,0,704,-8%,10%
CCOc1cc(/C=N/NC(=O)C(=O)NCc2ccc3c(c2)OCO3)ccc1OCC(=O)N1CCOCC1,i,16,-0.1%,0.1,61,1%,-1%,9%,15,730,-10%,9%
CCCCNC(=O)c1c(C)cc(=O)oc1C,i,14,0.3%,1.9,51,-8%,6%,-1%,-8,728,1%,0%
CNC(=S)NC12CC3CC(CC(C3)C1)C2,i,45,-0.1%,1.7,38,2%,-3%,2%,14,710,0%,-18%
Nc1nnnn1/N=C/c1cccc(O)c1,i,16,-0.3%,0.5,43,30%,1%,5%,-10,574,-1%,-6%
O=C(CSc1nc(C2CC2)nc2ccccc12)Nc1ccc2c(c1)OCCO2,i,25,-0.3%,-1.6,91,7%,-1%,1%,·,·,4%,15%
O=C(O)c1cccc(-c2nnn(Cc3ccccc3Cl)n2)c1,i,37,0.0%,0.2,52,11%,-6%,9%,41,718,8%,-2%
COCCCN1CN(Cc2ccccc2)CNC1=S,i,50,-0.2%,0.6,45,7%,-13%,5%,-14,697,-1%,1%
Cc1cnc(C)c(N2CCN(C(=O)C3CCC(=O)N(CCc4cccc(F)c4)C3)CC2)n1 (centres undefined),i,63,-0.2%,0.1,68,9%,-6%,8%,-12,696,11%,1%
CCNc1nc(NCC)n2c(SCC(=O)NC34CC5CC(CC(C5)C3)C4)nnc2n1,i,42,-0.3%,0.9,55,3%,-3%,-3%,9,629,7%,0%
Cc1ccccc1C(=O)NC1CCN(Cc2nnnn2C2CCCC2)CC1,i,45,-0.3%,1.5,74,2%,-7%,2%,63*,724*,5%,-2%
O=C(O)/C=C/c1cccc(NC(=O)c2ccccc2)c1,i,28,0.6%,-0.1,56,8%,-9%,-5%,0,767,0%,25%
COc1ccc(OC)c(S(=O)(=O)Nc2ccc(-c3ccc4nnc(C)n4n3)cc2)c1,i,25,·,1.2,59,26%,·,1%,·,·,·,·
Cc1cc(C(=O)Nc2ccc(Cl)cc2)c(C)n1-c1ccccc1,i,26,0.3%,1.6,57,6%,0%,·,1,707,22%,3%
C=CCn1c(COc2ccc(OC)cc2)nnc1SCn1nnc2ccccc2c1=O,i,12,0.2%,0.4,39,11%,-7%,1%,0,624,2%,6%
Nc1nc(N)c(N=Nc2ccc(Cl)cc2)c(=O)[nH]1,i,70,-0.5%,0.0,78,9%,4%,2%,5,682,15%,-2%
O=c1c(-c2ccc3c(c2)OCCO3)coc2c(CN3CCOCC3)c(O)ccc12,i,20,-0.2%,0.9,44,14%,-4%,9%,·,·,-19%,-8%
CC(C)(C)SC(C(=O)N1CCOCC1)c1ccc(Br)cc1 (centres undefined),i,21,0.1%,1.0,56,0%,-12%,7%,5,780,-12%,-6%
O=C(CCNC(=O)c1ccc(Cl)cc1)Nc1ccccc1Cl,i,26,0.0%,0.9,71,7%,-8%,3%,-18,815,17%,3%
CN(C)CCCNS(=O)(=O)c1ccc(Cl)s1,i,45,0.2%,0.8,53,-3%,-9%,8%,0,674,-13%,-6%

The closing 5 records of the part above lead into the next.
SMILES,T cell modulator,T cell modulator vesicle-bound %,GPR55 beta-arrestin,NTR1 agonist,NTR1 agonist cell count 20 µM,SV40 large T antigen,LYP inhibition,Rac1 GTP hydrolysis,Lipid droplet,Lipid droplet cells 6.5 µM,GPR55 antagonists,GPR35 antagonists
Nc1nc(N)c(N=Nc2ccc(Cl)cc2)c(=O)[nH]1,i,70,-0.5%,0.0,78,9%,4%,2%,5,682,15%,-2%
O=c1c(-c2ccc3c(c2)OCCO3)coc2c(CN3CCOCC3)c(O)ccc12,i,20,-0.2%,0.9,44,14%,-4%,9%,·,·,-19%,-8%
CC(C)(C)SC(C(=O)N1CCOCC1)c1ccc(Br)cc1 (centres undefined),i,21,0.1%,1.0,56,0%,-12%,7%,5,780,-12%,-6%
O=C(CCNC(=O)c1ccc(Cl)cc1)Nc1ccccc1Cl,i,26,0.0%,0.9,71,7%,-8%,3%,-18,815,17%,3%
CN(C)CCCNS(=O)(=O)c1ccc(Cl)s1,i,45,0.2%,0.8,53,-3%,-9%,8%,0,674,-13%,-6%
Cc1ccccc1OCC(=O)NC(=S)Nc1ccc2c3c(cccc13)CC2,i,26,-0.1%,4.4,62,3%,-1%,6%,4,798,0%,3%
CCCCC(=O)c1c(O)c2ccccc2oc1=O,i,34,0.2%,-0.8,49,-2%,-6%,7%,·,·,10%,-9%
CCN(CC)CCNC(=O)c1cc(Br)c(N)cc1OC,i,64,·,0.8,70,22%,·,9%,·,·,·,·
CCn1ncc(C2=NOC(C(=O)NCc3ccccc3)C2)c1C (centres undefined),i,35,-0.1%,0.5,62,4%,-1%,2%,-96,373,-24%,6%
O=C(CCSc1nnc(-c2ccco2)o1)Nc1ccc(F)cc1,i,6,1.0%,1.5,63,-4%,-2%,2%,-2,682,-6%,2%
CCCCc1ccc(NC(=S)N2CCN(C)CC2)cc1,i,14,0.4%,1.1,70,20%,-6%,6%,-1,819,4%,4%
Cc1cccc(C(=O)OC(C)CN2C(C)CCCC2C)c1 (centres undefined),i,31,-0.1%,0.2,103,2%,-9%,8%,3,428,2%,-9%
Cc1ccn2c(=O)nc(SCC(=O)c3ccccc3)nc2c1,i,52,·,-0.3,70,15%,·,8%,·,·,·,·
Cc1ccc(S(=O)(=O)N2CCN(C(C(=O)Nc3ccc(F)cc3)c3ccccc3)CC2)cc1 (centres undefined),i,42,0.2%,·,·,7%,-2%,2%,-2,705,2%,38%
Nc1ccc2[nH]ncc2c1,i,17,0.1%,0.1,65,34%,-7%,?,1,722,2%,-23%
O=C(O)c1ccc(NCc2ccc3c(c2)OCO3)cc1,i,58,-0.1%,-2.1,54,7%,-5%,7%,6,742,-5%,2%
Cc1[nH]c2ccccc2c1CCNS(=O)(=O)c1ccc(S(N)(=O)=O)cc1,i,24,0.0%,2.6,57,23%,-8%,-3%,-3,820,4%,-2%
Cc1cc(C)cc(N(CC(=O)NC2CCCCC2)C(=O)CCCC(=O)Nc2ccccn2)c1,i,32,-0.4%,0.8,45,3%,-13%,7%,-9,696,-7%,5%
COc1cc(-c2noc(CCC(=O)NC3CCCCC3)n2)cc(OC)c1OC,i,19,0.0%,-0.9,43,25%,-1%,0%,-15,826,-1%,2%
COc1ccccc1C(=O)NNC(=O)c1cccc(Br)c1,i,60,-0.2%,-0.5,62,20%,-12%,9%,5,798,-13%,4%
Cc1ccc(-n2nnnc2SCC(=O)NCCC2=CCCCC2)c(C)c1,i,56,-0.2%,10,82,9%,-8%,4%,·,·,-5%,-7%
CC(C)(C)c1cc(C(=O)NNc2cccc(Cl)c2)n(Cc2ccccc2)n1,i,41,17%,1.9,68,7%,6%,4%,·,·,1%,-6%
CCC(C)c1ccc(O)c(/C=N/O)c1 (centres undefined),i,48,0.3%,17,71,4%,-3%,4%,-7,756,-8%,16%
CCOC(=O)N1CCN(C2=NC3(CCCCC3)C(C#N)C(=O)N2)CC1 (centres undefined),i,15,-0.2%,-1.2,75,-2%,-2%,5%,·,·,7%,1%
CCCc1[nH]c2ccc(C(=O)OC)cc2c1CCC,i,25,-0.3%,15,65,16%,-7%,7%,·,·,-4%,5%
CC(C(=O)NCCc1ccc(Cl)cc1)n1c(=O)c2cccn2c2cccnc21 (centres undefined),i,30,-0.1%,0.1,62,11%,-11%,0%,-5,694,-2%,-6%
COC(=O)c1ccc(CO/N=C/c2ccc(OC)cc2)o1,i,50,0.0%,0.2,71,13%,-6%,10%,3,596,1%,-3%
Cn1c(SCC(=O)NC2CCCC2)nc2cccnc21,i,18,-0.3%,-1.7,57,4%,-7%,6%,·,·,-1%,-6%
OCC1(Cc2ccc(Cl)cc2)CCN(Cc2ccc(F)c(F)c2)CC1,i,31,0.0%,4.5,58,13%,-6%,5%,-10,704,4%,4%

Profiles from above.
CC(C(=O)NCCc1ccc(Cl)cc1)n1c(=O)c2cccn2c2cccnc21 (centres undefined) across the screens: T cell modulator: i; T cell modulator vesicle-bound %: 30; GPR55 beta-arrestin: -0.1%; NTR1 agonist: 0.1; NTR1 agonist cell count 20 µM: 62; SV40 large T antigen: 11%; LYP inhibition: -11%; Rac1 GTP hydrolysis: 0%; Lipid droplet: -5; Lipid droplet cells 6.5 µM: 694; GPR55 antagonists: -2%; GPR35 antagonists: -6%
O=C(CCSc1nnc(-c2ccco2)o1)Nc1ccc(F)cc1 across the screens: T cell modulator: i; T cell modulator vesicle-bound %: 6; GPR55 beta-arrestin: 1.0%; NTR1 agonist: 1.5; NTR1 agonist cell count 20 µM: 63; SV40 large T antigen: -4%; LYP inhibition: -2%; Rac1 GTP hydrolysis: 2%; Lipid droplet: -2; Lipid droplet cells 6.5 µM: 682; GPR55 antagonists: -6%; GPR35 antagonists: 2%
